Mot1-301 SUMO – SUMOylation pathway inhibition by Mot1-301 growth rescue. S. cerevisiae Mot1-301 growth rescue, ATP luminescence, 38.5C; percent above DMSO median, 100 means doubled. growth rescue, % at 18.8 µM. 1% of 320,000 active;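 active = every valid replicate shows activation above 250% relative to neutral control wells; inactive = the rest, any valid replicate at or below 250%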;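 also: OY570 slx delta 5 strain wells were the positive control but not used for scaling; some compounds called inactive have numbers as strong as hits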
AddAB inh – less growth of phage-infected E. coli with AddAB. E. coli expressing H. pylori AddAB, absorbance growth. inhibition, % at 11.9 µM. 0.29% of 330,000 active. AID 435030; in the data active = inhibition above about 12%;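 also: 0% = vehicle wells of infected cells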
MOR-DOR inv ag – inverse agonist of human OPRM1-OPRD1 heterodimerization; P35372+P41143; 0.21% of 340,000 active; cell-based MOR-DOR heterodimer luminescence, inverse agonism; inhibition, % at 9.3 µM; in the data active = inhibition above about 22%, passing the limit was not always enough;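 also: 0% = cells with DMSO and 100% = wells without cells with DMSO; values of inactives mirror those of a sister screen read the other way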
PfHsp90 set2 – growth inhibition of yeast expressing Plasmodium Hsp90. S. cerevisiae expressing PfHsp90, BacTiter-Glo ATP, 48 h; yeast lacking PDR1 and PDR3 efflux regulators. inhibition, % at 9.4 µM. 0.32% of 310,000 active. AID 504621;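 active = every replicate shows inhibition above about 80%, whatever the replicate mean, limit read from the data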;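 also: 0% = DMSO neutral controls and 100% = 20 µM radicicol positive controls; yeast relying on Plasmodium falciparum Hsp90 in place of its own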
E coli growth – counter-screen for AddAB inhibitors: E. coli growth inhibition; E. coli V3065 growth, OD600 absorbance, 18 h; inhibition, % at 11.9 µM; 0.27% of 330,000 active; AID 449728;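 active = inhibition above the campaign's mean inhibition across all tested compounds plus 3 SD, cut at about 9.9% in these data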;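 also: uninfected addAB+ strain grown without phage in ampicillin broth; 0% = DMSO wells and 100% = ciprofloxacin 0.95 µg/ml wells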
PKA-R1A act – activators of PKA-R1A complex; PKA-R1A dissociation, Cy5-IP20 fluorescence polarization; scaled: DMSO 0%, 113 µM cGMP 100%; 0.083% of 340,000 active; P00514+P68181; activation, % at 11.4 µM;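 active = percent activation above the mean of all tested compounds plus 3 SD, cut at about 19% in these data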;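 also: higher means more PKAc released from R1A so a rise in polarization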
phage Ecoli inh – E. coli growth loss with phage present. growth absorbance. inhibition, % at 11.9 µM. 0.26% of 360,000 active. AID 651602; in the data active = inhibition above about 11%
OPRM1-OPRD1 ag – agonists of human mu-delta opioid receptor heterodimerization | P35372+P41143 | cells, OPRM1-OPRD1 heterodimerization, luminescence | 0.3% of 340,000 active | activation, % at 9.3 µM | AID 504326; in the data active = activation above about 18%;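 also: 0% = vehicle-treated cells and 100% = reference agonist; values of inactives mirror those of a sister screen read the other way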
HTR5A inv ctr – counter-screen for OPRM1-OPRD1 inverse agonists: human HTR5A inverse agonism. 0.083% of 340,000 active. HTR5A cell line, luminescence. AID 504634. inhibition, % at 9.3 µM; in the data active = inhibition mostly above about 23%, no sharp cut-off; inactive = mostly below about 18%;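 also: 0% = cells with DMSO and 100% = no-cell wells with DMSO; some compounds called inactive have numbers as strong as hits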
Target sequence (P47898 whole entry, looked up): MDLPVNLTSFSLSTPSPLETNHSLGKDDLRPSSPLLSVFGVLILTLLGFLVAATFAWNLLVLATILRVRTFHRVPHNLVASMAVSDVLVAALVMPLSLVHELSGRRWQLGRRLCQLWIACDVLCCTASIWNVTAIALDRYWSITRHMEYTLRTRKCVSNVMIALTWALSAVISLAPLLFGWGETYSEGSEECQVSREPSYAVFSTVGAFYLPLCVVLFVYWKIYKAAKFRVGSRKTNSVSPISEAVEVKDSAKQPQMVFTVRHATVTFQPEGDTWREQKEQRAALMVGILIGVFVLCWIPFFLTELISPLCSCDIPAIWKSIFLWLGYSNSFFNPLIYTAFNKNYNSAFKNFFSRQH
Tat export inh – blocks Tat-dependent protein export in E. coli; E. coli MC4100 TorA-mCherry Tat export, fluorescence; inhibition, % at 10 µM; 0.036% of 340,000 active; AID 488895;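 active = mean replicate inhibition at least 50% and at least half of replicates individually reaching 50%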;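 also: exported cargo escapes ClpAP degradation while cytoplasmic cargo is degraded and loses fluorescence; 0% = median of neutral control wells and 100% = median of NaSCN control wells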
PKA-R2B activ – activates the human PKA-R2B holoenzyme complex | P22694+P31323 | PKA-R2B holoenzyme dissociation, Cy5-IP20 fluorescence polarization; R2B truncated from residue 108, S112A mutant; 0% DMSO only, 100% 113 µM cGMP | activation, % at 11.4 µM | 0.079% of 340,000 active | AID 504700;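 active = activation above a cutoff set at the mean over all compounds plus 3 SD, cut at about 18% in these data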;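 also: higher means more holoenzyme dissociation and a rise in polarization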
Target sequence (P31323 whole entry, looked up, other chains not shown, the tested form may be a part): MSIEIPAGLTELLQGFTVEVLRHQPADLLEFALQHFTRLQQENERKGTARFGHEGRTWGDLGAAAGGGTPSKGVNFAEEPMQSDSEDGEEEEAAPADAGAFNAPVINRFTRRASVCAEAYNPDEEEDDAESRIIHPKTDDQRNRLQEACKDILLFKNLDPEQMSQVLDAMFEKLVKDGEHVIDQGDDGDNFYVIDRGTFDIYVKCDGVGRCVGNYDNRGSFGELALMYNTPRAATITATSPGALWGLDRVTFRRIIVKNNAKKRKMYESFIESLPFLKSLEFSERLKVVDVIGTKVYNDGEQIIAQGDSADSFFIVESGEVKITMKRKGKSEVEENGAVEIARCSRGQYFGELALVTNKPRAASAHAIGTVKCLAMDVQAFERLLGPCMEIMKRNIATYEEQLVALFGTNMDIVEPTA
An asterisk follows results filed as active; . = no result given; & = joins results of further samples.

SMILES | Mot1-301 SUMO | AddAB inh | MOR-DOR inv ag | PfHsp90 set2 | E coli growth | PKA-R1A act | phage Ecoli inh | OPRM1-OPRD1 ag | HTR5A inv ctr | Tat export inh | PKA-R2B activ
COc1ccccc1NC(=O)c1nn(-c2ccc(Cl)cc2)ccc1=O | -7 | 0.4 | -9 | . | -1.4 | -11 | 0.7 | 1.8 | 16 | 8 | 1
O=C1CCc2cc(S(=O)(=O)N3CCCCC3)cc3c2N1CCC3 | 57 | 1.3 | 19 | 5 | 2.6 | -6 | 1.9 | -3.9 | 9 | 8 | -7
COc1cc(/C=C2/C(=O)c3cccc([N+](=O)[O-])c3C2=O)c(Br)cc1O | -2 | -1.9 | -3 | -3 | -0.2 | 5 | -0.4 | 0.6 | -24 | -10 | -5
COc1ccc(OCC(=O)Nc2cccc(NC(=O)c3ccco3)c2)cc1 | 3 | 3.4 | 9 | 26 | 4.6 | 4 | 6.6 | -1.4 | -11 | -3 | -5
CC1(C)OC(=O)C(=CNc2cccc(O)c2)C(=O)O1 | -2 | 0.3 | 0 | -13 | -0.6 | -4 | 3.0 | 0.0 | -30 | 2 | 3
CCN(CC)CC(O)CN(c1ccccc1)S(=O)(=O)c1ccc2ccccc2c1 (stereo unspecified) | -19 | 1.9 | 1 | -17 | -0.8 | -9 | -1.0 | -0.2 | 14 | 2 | 3
O=C(Nc1ccncc1)c1cccc(S(=O)(=O)N2CCCC2)c1 | 24 | 1.6 | 8 | -34 | -0.3 | -3 | 1.0 | -1.6 | -16 | 0 | -1
Cc1ccc(S(=O)(=O)Nc2ccc3nc(C)oc3c2)cc1 | . | . | 8 | 25 | . | -2 | 3.8 | -1.9 | -2 | -10 | -10
CCN(CC)C(=O)c1sc(NC(=O)c2cc(-c3ccc(C)s3)nc3ccccc23)c(C(=O)OC)c1C | 2 | 3.0 | -4 | -27 | -0.5 | -13 | -1.3 | 0.8 | 10 | 7 | 0
O=C(Nc1ccccc1)C1=C[C@@H](C2CC2)C[C@@H](OCCCCO)O1 | 2 | -0.7 | 3 | 1 | -1.5 | -3 | 2.5 | -0.6 | -15 | 3 | -4
Cc1cc(Nc2ccccc2)c2c([N+](=O)[O-])cc(C)c(C)c2n1 | 98 | 4.3 | -21 | -11 | 3.6 | -10 | 2.1 | 4.2 | 1 | -2 | -17
CCOC(=O)C1(CCOc2ccccc2)CCN(Cc2ccc3nonc3c2)CC1 | 7 | 1.6 | -22 | -16 | -1.1 | 2 | 1.2 | 3.9 | -10 | 7 | 4
CC(C)(C)c1ccc(OCCC(=O)NNC(=O)c2ccccc2)cc1 | 8 | 1.5 | 14 | . | -1.0 | 5 | 3.3 | -2.7 | 9 | -8 | -12
Cc1ccc(C(c2nnnn2C2CCCCC2)N2CCc3ccccc32)cc1 (stereo unspecified) | -9 | 1.2 | -12 | -13 | 0.0 | 0 | 0.4 | 2.3 | 2 | 0 | -4
Cc1nn(-c2ccccc2)c(N2CCCC2)c1/C=N/NC(=O)c1cccc(S(=O)(=O)Nc2ccc(Cl)cc2)c1 | . | 0.5 | -1 | 8 | -0.3 | -4 | 1.0 | 0.1 | -3 | -4 | 2
CCOn1c(=O)c(-c2cccs2)[n+]([O-])c2ccccc21 | -11 | 2.9 | -5 | 15 | 2.7 | -14 | 2.1 | 0.8 | 9 | -6 | -6
NNc1nc2cc3c(cc2s1)OCCO3 | -17 | 3.0 | -9 | 8 | 1.4 | -7 | 3.6 | 1.8 | -14 | -2 | -15
O=C(CCS(=O)(=O)c1ccc(Br)cc1)N1CCN(Cc2ccccc2)CC1 | 97 | 2.1 | 7 | 33 | -3.4 | -13 | 1.2 | -1.7 | 4 | 10 | -8
COc1ccc(OC)c(-c2csc(NC(=O)C3=NN(c4ccccc4)C(=O)CC3)n2)c1 | . | -1.2 | 5 | -5 | -0.2 | 1 | 1.9 | -0.9 | 19 | 5 | 3
CCCOc1ccc(C(CC(=O)O)NC(=O)CC(c2ccccc2)c2ccccc2)cc1 (stereo unspecified) | 95 | -0.9 | . | 32 | -0.9 | . | 1.2 | . | . | 6 | .
COc1ccc(C#Cc2c(-c3ccccc3)n(C)c3ccccc23)cc1 | 6 | 1.9 | -14 | 2 | -1.6 | 10 | -0.3 | 2.5 | 16 | 9 | -5
O=C(N/C=N/OCc1cccc(C(F)(F)F)c1)N1OC[C@@H]2COc3ccc4ccccc4c3[C@@H]21 | 9 | 3.5 | -15 | 4 | -0.7 | -12 | 0.5 | 2.5 | -21 | -7 | 11
CCOC(=O)[C@@H]1[C@H]2COc3cc(OC)ccc3[C@@H]2N2C(=O)N(c3ccccc3)C(=O)[C@]12C | -2 | 2.0 | 13 | -1 | 0.7 | -1 | 1.7 | -2.2 | -16 | -17 | -2
COc1cc(/C=C/c2ccc3cccc([N+](=O)[O-])c3n2)ccc1OCC#N | -7 | 0.0 | 3 | 8 | 0.7 | 3 | 4.5 | -0.4 | -8 | 7 | -7

Overlap with the part before: six compounds; new compounds follow.
SMILES | Mot1-301 SUMO | AddAB inh | MOR-DOR inv ag | PfHsp90 set2 | E coli growth | PKA-R1A act | phage Ecoli inh | OPRM1-OPRD1 ag | HTR5A inv ctr | Tat export inh | PKA-R2B activ
COc1ccc(OC)c(-c2csc(NC(=O)C3=NN(c4ccccc4)C(=O)CC3)n2)c1 | . | -1.2 | 5 | -5 | -0.2 | 1 | 1.9 | -0.9 | 19 | 5 | 3
CCCOc1ccc(C(CC(=O)O)NC(=O)CC(c2ccccc2)c2ccccc2)cc1 (stereo unspecified) | 95 | -0.9 | . | 32 | -0.9 | . | 1.2 | . | . | 6 | .
COc1ccc(C#Cc2c(-c3ccccc3)n(C)c3ccccc23)cc1 | 6 | 1.9 | -14 | 2 | -1.6 | 10 | -0.3 | 2.5 | 16 | 9 | -5
O=C(N/C=N/OCc1cccc(C(F)(F)F)c1)N1OC[C@@H]2COc3ccc4ccccc4c3[C@@H]21 | 9 | 3.5 | -15 | 4 | -0.7 | -12 | 0.5 | 2.5 | -21 | -7 | 11
CCOC(=O)[C@@H]1[C@H]2COc3cc(OC)ccc3[C@@H]2N2C(=O)N(c3ccccc3)C(=O)[C@]12C | -2 | 2.0 | 13 | -1 | 0.7 | -1 | 1.7 | -2.2 | -16 | -17 | -2
COc1cc(/C=C/c2ccc3cccc([N+](=O)[O-])c3n2)ccc1OCC#N | -7 | 0.0 | 3 | 8 | 0.7 | 3 | 4.5 | -0.4 | -8 | 7 | -7
O=c1cc2ncc(-n3cc([N+](=O)[O-])cn3)cn2[nH]1 | 325 | 0.4 | 13 | 9 | 0.0 | -11 | 2.9 | -2.5 | 42 | 7 | -1
CN(C)C(=O)CN1CCN(Cc2nc(CC3CC3)no2)CC1 | 9 | -0.6 | 12 | -13 | -1.3 | -6 | 3.4 | -2.4 | -3 | -2 | 3
CN(CC(=O)N1CCCC1)S(=O)(=O)c1cc(Cl)ccc1Cl | 383 | 0.1 | 13 | -9 | 1.2 | -1 | -0.4 | -2.4 | 23 | -1 | 2
CN(C)S(=O)(=O)c1cc(C(=O)NCC2CCCO2)c(Cl)cc1Cl (stereo unspecified) | 18 | 0.2 | 9 | . | -1.6 | 2 | 1.4 | -1.5 | -2 | -4 | 0
Cc1cccc(N(CC(=O)NC2CCCC2)C(=O)CCC(=O)Nc2nc(C)cs2)c1 | 3 | 2.0 | 0 | -1 | 2.3 | 3 | -2.7 | 0.0 | 0 | -1 | 2
CCOc1ccc(C2=CC(=O)C[C@H](c3ccc(OC)cc3)C2)cc1 | -8 | 1.6 | 13 | 3 | 2.7 | -6 | 2.1 | -2.3 | -20 | 4 | -17
O=C(NN=Cc1c(O)ccc2ccccc12)C1CC1 | . | . | -4 | -14 | . | 4 | 0.7 | 0.8 | 2 | 2 | -2
CC(=O)c1cc2c(cc1NC(=O)CSc1ccc(S(=O)(=O)N(C)C)cn1)OCO2 | 0 | 0.1 | 6 | 19 | -3.2 | -6 | 1.6 | -1.4 | -16 | 5 | 2
O=C(O)CC12CC3CC(C1)CC(n1ncc(NCc4ccco4)c(Cl)c1=O)(C3)C2 | 78 | 0.4 | 11 | 22 | -0.7 | 0 | 2.1 | -2.0 | -5 | -1 | -9
S=C(NCCc1ccccc1)Nc1ccc(N2CCCCC2)cc1 | 172 | -2.7 | 3 | -1 | 0.5 | -3 | 1.3 | -0.6 | -9 | -1 | -10
CCOC(=O)N1CCN(C(=O)c2c(-c3ccccc3Cl)noc2C)CC1 | 97 | 5.0 | -5 | -18 | 0.2 | 3 | 0.3 | 0.8 | 19 | -2 | 2
COc1ccc(-c2noc(N3CCC(C(=O)N(C)c4ccccc4C)CC3)n2)cc1 | -20 | 3.0 | 5 | -14 | 1.8 | 2 | 4.2 | -1.0 | -3 | 4 | 3
O=C(Cc1cc(=O)[nH][nH]1)N/N=C/C=C/c1ccccc1 | 8&-12 | 0.0&-3.9 | 1 | -3 | -1.7&-3.7 | 2 | 2.2 | -0.2 | -13 | 5 | 4
CCOc1ccc(CC(=O)Nc2sc(Cc3ccccc3)c(C)c2C(N)=O)cc1OCC | 16 | 0.0 | 20 | . | -0.3 | -8 | 3.1 | -4.2 | -2 | 12 | 8
CCOc1cc(C(=O)Nc2ccc(N3CCOCC3)cc2)cc(Br)c1OC | 15 | -0.5 | 13 | . | 0.8 | 8 | -2.1 | -2.7 | 0 | -1 | 9
CCOc1ccc2oc(C(=O)OCC(=O)NC(=O)NC)c(C)c2c1 | 2 | -0.1 | 0 | 9 | 0.9 | -5 | 1.8 | -0.1 | -8 | 0 | 0
CCc1ccc(C2CC(c3ccccc3)n3ncnc3N2)cc1 (stereo unspecified) | 192 | 0.3 | 3 | -18 | -1.5 | -6 | 2.1 | -0.6 | 13 | 3 | -2
O=C(NCCC1CCCCN1S(=O)(=O)c1ccc(Cl)cc1)C(=O)NCc1ccncc1 (stereo unspecified) | -17 | 4.0 | 20 | . | 4.0 | -3 | 3.8 | -3.8 | 4 | -3 | -17
COc1ccccc1OCC(=O)Nc1ccc(CSc2ccccc2)cc1C | 155 | 2.8 | -6 | -2 | -0.7 | -10 | 1.3 | 1.0 | -28 | -11 | -15
O=C(COC(=O)c1ccccc1[N+](=O)[O-])c1ccc(C2CCCCC2)cc1 | -2 | 1.1 | -8 | -4 | -2.4 | -6 | 2.4 | 1.4 | -20 | -1 | -7
CCC(C)CN1CCC(CO)(Cc2ccccc2Cl)CC1 (stereo unspecified) | 12 | 0.4 | -6 | 12 | 3.4 | -14 | 2.5 | 1.2 | 29 | -4 | 9
CN(C)C(=O)c1ccc(-n2cccn2)nc1 | -16 | 0.2 | 4 | -4 | -1.3 | -7 | 5.5 | -0.7 | -2 | -1 | -2
CCN(Cc1ccccc1)S(=O)(=O)c1ccccc1Br | . | 0.9 | -22 | 5 | 2.9 | -7 | 2.1 | 4.7 | -7 | 8 | 1
COc1ccc(CCN(C)C(=O)CSc2nnc(-c3ccco3)o2)cc1OC | 4 | -0.6 | 9 | -3 | 0.1 | 0 | 1.2 | -1.8 | -6 | 4 | -2

From PubChem BioAssay
